POLI inh: inhibitors of human DNA polymerase iota; Q9UNA4; Pol iota fluorescent replication assay, 10 min; Potency, µM (series often up to 115 µM), inactives show top-dose activity, negative = inhibition, most hits filed as inhibitors; 390,000 compounds, 1% hits; AID 588590
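Fluorescent replication assay read twice, at 0 min and 10 min after adding 50 nM (final) substrate. Enzyme (10 nM) and compounds were first incubated 15 min at room temperature; enzyme-free buffer wells were negative controls.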
Pol beta inh: DNA polymerase beta (human) inhibition; Pol beta primer extension/strand displacement, fluorescence kinetic; Potency, µM (series often up to 114 µM), inactives show at the top dose activity change, negative = inhibition, actives largely listed as inhibitors; 340,000 compounds, 1.3% hits; AID 485314; also: % is scaled to controls: 0 for no effect and ±100 for the full control effect
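Homogeneous kinetic assay of primer extension and strand displacement by 10 nM Pol beta, preincubated 15 min at room temperature with compound before 50 nM substrate (final) was added. Read at 0 and 10 min; four-parameter Hill fit.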
BLM inh: inhibitors of human Bloom syndrome helicase BLM; recombinant BLM DNA unwinding, fluorescence dequenching; Potency, µM (titrated, usually from 56.1 µM), without a hit: top-dose activity change, negative = inhibition, actives largely listed as inhibitors; 350,000 compounds, 0.2% hits;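 also: plate controls were vehicle for no effect and no enzyme for full effect; nearly all actives have a fitted effect of over 35% in size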
Anesthetic bind: candidate novel general anesthetic via apoferritin binding | P02791 | apoferritin/1-aminoanthracene competitive binding, fluorescence | Potency, µM (series often up to 77.5 µM), for the others: at the top dose activity change, negative = displacement, most hits filed as inhibitors | 350,000 compounds, 0.074% hits | AID 485281; also: % is scaled to controls: 0 for no effect and ±100 for the full control effect; nearly all actives have a fitted effect of over 20% in size
Target sequence (P02791 2-175 limits assumed): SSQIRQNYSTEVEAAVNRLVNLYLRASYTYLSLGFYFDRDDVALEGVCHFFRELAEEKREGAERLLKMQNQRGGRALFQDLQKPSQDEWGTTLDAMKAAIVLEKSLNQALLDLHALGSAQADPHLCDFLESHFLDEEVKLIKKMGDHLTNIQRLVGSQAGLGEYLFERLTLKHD
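Probe: 1-aminoanthracene (50% saturated, PBS). Protein: horse-spleen apoferritin, 10 uM. Incubation: 10 min, room temperature. Detection: 380 nm excitation, 535 nm emission. Analysis: normalized response, four-parameter Hill.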
Pol kappa inh: DNA polymerase kappa (human) inhibition; Potency, µM (series often up to 107 µM), for inactives: at the highest dose activity, negative = inhibition, usual class: inhibitors; Q9UBT6; 400,000 compounds, 0.53% hits; purified Pol kappa, fluorescent DNA synthesis assay, 10 min; AID 588579; also: % is scaled to controls: 0 for no effect and ±100 for the full control effect
Target sequence (Q9UBT6 whole entry, looked up): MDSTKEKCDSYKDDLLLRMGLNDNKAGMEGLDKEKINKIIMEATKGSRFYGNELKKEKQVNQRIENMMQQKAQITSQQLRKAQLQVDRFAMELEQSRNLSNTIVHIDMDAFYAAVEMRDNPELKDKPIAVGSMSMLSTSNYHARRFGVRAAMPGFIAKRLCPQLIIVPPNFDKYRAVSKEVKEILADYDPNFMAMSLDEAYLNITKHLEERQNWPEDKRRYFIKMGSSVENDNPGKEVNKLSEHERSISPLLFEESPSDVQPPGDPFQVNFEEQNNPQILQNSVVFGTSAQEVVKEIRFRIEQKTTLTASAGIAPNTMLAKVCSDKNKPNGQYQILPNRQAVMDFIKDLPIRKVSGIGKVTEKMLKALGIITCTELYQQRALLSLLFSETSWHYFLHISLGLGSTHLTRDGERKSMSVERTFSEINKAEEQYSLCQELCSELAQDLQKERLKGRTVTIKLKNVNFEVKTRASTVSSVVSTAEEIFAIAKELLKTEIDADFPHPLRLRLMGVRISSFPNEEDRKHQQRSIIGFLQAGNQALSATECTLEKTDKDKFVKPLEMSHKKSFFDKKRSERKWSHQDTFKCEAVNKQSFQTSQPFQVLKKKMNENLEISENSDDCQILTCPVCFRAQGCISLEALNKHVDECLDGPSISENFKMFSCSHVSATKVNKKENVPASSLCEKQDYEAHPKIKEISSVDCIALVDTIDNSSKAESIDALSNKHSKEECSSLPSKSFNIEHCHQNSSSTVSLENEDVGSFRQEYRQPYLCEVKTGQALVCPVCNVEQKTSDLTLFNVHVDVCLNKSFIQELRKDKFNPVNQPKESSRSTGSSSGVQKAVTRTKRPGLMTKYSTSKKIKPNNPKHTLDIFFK
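Kinetic fluorescence readout at 0 and 10 min followed reaction start with substrate at 50 nM final. Beforehand, enzyme (10 nM Pol kappa) stood 15 min with compound at room temperature; buffer-only wells were negative controls.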
G9a inh: blocks human histone lysine methyltransferase G9a; 350,000 compounds, 8.8% hits; AID 504332; Potency, µM (series often up to 102 µM), without a hit: top-dose activity, negative = inhibition, hits mostly inhibitors; G9a H3K9 monomethylation, AlphaScreen, 2 h; also: % is scaled to controls: 0 for no effect and ±100 for the full control effect; nearly all actives have a fitted effect of over 75% in size
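Using a bead-based AlphaScreen, monomethylated H3K9 product from 2 h room-temperature reactions (G9a 20 nM, peptide 500 nM, SAM 20 uM) was detected with 0.5 ug/mL rabbit anti-H3K9me1 antibody.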
APE1 inh: blocks human APE1 abasic DNA cleavage. P27695. 350,000 compounds, 0.35% hits. AID 2517. Potency, µM (doses to about 65.8 µM), for inactives: at the highest dose activity change, negative = inhibition, usual class: inhibitors. recombinant APE1, TAMRA/BHQ-2 abasic DNA cleavage fluorescence;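 also: plate controls were vehicle for no effect and reference inhibitor for full effect; nearly all actives have a fitted effect of over 55% in size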
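Activity was derived from the fluorescence gain between first and third kinetic reads (60 s intervals, ex 525/em 598 nm) after 50 nM THF-abasic TAMRA/BHQ-2 duplex was added to 0.75 nM APE1 preincubated 15 min with compound.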
BAZ2B block: BAZ2B (human) inhibition. Potency, µM (highest dose often 114 µM), for the others: at the highest dose activity change, negative = inhibition, hits mostly inhibitors. 360,000 compounds, 4.4% hits. AID 504333. AlphaScreen BAZ2B-H3K14Ac peptide displacement. Q9UIF8; also: % is scaled to controls: 0 for no effect and ±100 for the full control effect; nearly all actives have a fitted effect of over 60% in size
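Protein-peptide AlphaScreen: BAZ2B 50 nM, b-H3K14Ac 50 nM, 1x PBS pH 7.4 + 0.01% Tween-20. Preincubation 30 min RT; cpd 30 min RT (top 110 uM); beads 20 min RT, light-protected.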
Pol eta inh: DNA polymerase eta (human) inhibition; Q9Y253; recombinant Pol eta, fluorescent DNA replication assay; Potency, µM (top dose mostly 114 µM), without a hit: at the highest dose activity change, negative = inhibition, actives largely listed as inhibitors; 390,000 compounds, 1.2% hits; AID 588591; also: % is scaled to controls: 0 for no effect and ±100 for the full control effect
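Fluorescent replication assay: 50 nM final substrate added after a 15 min room-temperature compound preincubation with 10 nM enzyme. Signal taken at 0 min and again at 10 min.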
* marks the source's active call; other numbers are inactive results; ? = inconclusive; / = not tested or not shown; & = joins results of further samples; [ ] = another dose, or the depositor's remark. Calls follow the shape of the dose curve; as a rule, active = well fitted curve in the direction sought with a large enough effect; inconclusive = small, poorly fitted or top-dose-only effect, or another doubt; inactive = no such curve, though single readings can be large; an effect the other way counts as inactive or inconclusive. Potency is read from the fitted curve at half-maximal effect. Only part of the results is shown (hit frequency here may not be typical).

SMILES	POLI inh	Pol beta inh	BLM inh	Anesthetic bind	Pol kappa inh	G9a inh	APE1 inh	BAZ2B block	Pol eta inh
CCOc1ccc(C2c3c(-c4ccc(C)cc4)n[nH]c3C(=O)N2c2ccc(Cl)cc2)cc1 (configuration not stated)	10%	-1%	-14%	-20%	-14%	-29%[59 µM]	/	/	?
CN[C@@H]1[C@H](O[C@H]2[C@@H](O[C@@H]3[C@@H](O)[C@@H](O)[C@@H](N=C(N)N)[C@@H](O)[C@@H]3N=C(N)N)O[C@@H](C)[C@]2(O)CO)O[C@H](CO)[C@@H](O)[C@@H]1O	/	/	-7%[21.4 µM]	12%[29.3 µM]	-4%[12 µM]	28%[21.5 µM]	0%[21 µM]	/	/
COc1ccc(N2CCN(CCCn3c(=S)[nH]c4ccccc4c3=O)CC2)cc1	-9%	37%	0%	-9%	11%	7%	?	28µM*	-14%
CC1CCCC/C1=N/Nc1ccc([N+](=O)[O-])cc1[N+](=O)[O-] (configuration not stated)	?	-2%	0%	-16%	-14%	35µM*	4%	?	5%
O=C(Cc1cccs1)N/N=C/c1ccccc1	28%	1%	-5%	-7%	4%	11%[59 µM]	0%	-12%	-18%
CC(C)NC(=O)c1ccccc1S(=O)c1ccccc1C#N (configuration not stated)	8%	29%	-1%	-7%	-10%	24%[59 µM]	-7%	5%	?
CCC(C)NC(=O)Cn1c(-c2cccs2)cc2cc(Cl)ccc21 (configuration not stated)	18%	-1%	0%	-4%	-7%	8%[59 µM]	/	0%	-10%
CCOc1ccc(OCCOc2ccc(/C=C/C(=O)O)cc2OCC)cc1	119%[activator]	?	0%	-1%	4%	?	70%[activator]	-2%	-18%
CC1CN(C(=O)c2ccc(S(=O)(=O)Nc3ccccc3F)cc2)CC(C)O1 (configuration not stated)	27%	/	/	/	3%	-5%	23%	-2%	-1%
Cc1ccc(C(=O)NCCN2C3=NC[C@H](C)N3C[C@H]2Cc2ccc(O)cc2)cc1Br	?	29%	-14%	-4%	-16%	4%[59 µM]	15%	-9%	-20%
CCN(CC)S(=O)(=O)c1ccc(OC)c(NC(=O)Cn2cnc3c2c(=O)n(C)c(=O)n3C)c1	29%	-8%	0%	-9%	9%	1%	-3%	?	-14%
CCCSc1ccc(C(=O)Nc2ccc(Cl)cc2)cn1	-20%	24%	0%	0%	-11%	/	0%	-2%	-13%
CN(C)c1ccc(/C=N/NC2=NS(=O)(=O)c3ccccc32)cc1	16%	13%	-3%	58%[activator]	-21%	?	19%	-3%	-16%
O=C(NCC(c1ccco1)N1CCCCC1)c1ccc2c(c1)S(=O)(=O)c1ccccc1C2=O (configuration not stated)	17%	-4%	-4%	-10%	-8%	40µM*	6%	?	-7%
CC(C)(C)OC(=O)COc1cc(OCC(=O)OC(C)(C)C)c2c(=O)cc(-c3ccccc3)oc2c1	-3%	?	8%	?	-1%	-32%[59 µM]	-2%	-31%[57.1 µM]	-11%
COc1cc(CNC(=O)C2CCCCN2S(=O)(=O)c2ccc(F)cc2)cc(OC)c1OC (configuration not stated)	3%	4%	-3%	-1%	-11%	1%[59 µM]	/	-1%	-11%
COc1ccc(/C=C/C(=O)NCC(=O)n2nc(C)cc2C)cc1	?	6%	-6%	-6%	-9%	-2%	-5%	1%	-6%
CCC(C(=O)OC)n1cnc2c(oc3ccccc32)c1=O (configuration not stated)	-10%	31%	3%	-9%	-9%	/	16%	-2%	2%
CC1CCN(S(=O)(=O)c2ccc(NC(=O)CSc3ncccc3C(=O)O)cc2)CC1	-13%	0%	-2%	-18%	-7%	-25%[12.7 µM]	3%	-10%	-1%
Cc1cc2c(cc3c(=O)n(CC(=O)NCc4ccccc4Br)ncn32)s1	-3%	-1%	-6%	-9%	2%	6%[59 µM]	/	-1%	8%
CCOC(=O)Cc1csc(NC(=O)c2sc3nc4ccc(CC)cc4cc3c2N)n1	79µM*	5.6µM*	-26%	?	-9%	-44%	1%	-2%	?
Cc1cc(C)cc(Nc2sc(C(=O)c3ccccc3)c(N)c2S(=O)(=O)c2ccccc2)c1	27%	0%	-7%	85%[activator]	-8%[60.1 µM]	-4%[59 µM]	/	-24%	-22%
C#CCOCCOCCOCCNc1nc(N2CCN(C(=O)[C@H](CCCCN)n3cc(CN)nn3)CC2)nc(N2CCN(C(=O)[C@H](CCC(=O)O)n3cc([C@@H](N)CCCCN)nn3)CC2)n1	16%	/	/	/	8%	/	-5%	/	-21%
O=C(NCC(c1ccco1)N1CCOCC1)c1ccc([N+](=O)[O-])cc1 (configuration not stated)	10%	9%	0%	-8%	4%	?	-5%	/	?
NC(=O)c1nsc(C(=O)N(c2ccccc2)C(C(=O)NCC2CCCO2)c2cccs2)c1N (configuration not stated)	-23%	13%	-4%	1%	10%	-9%	3%	-5%	-15%
CCOc1ccc(S(=O)(=O)N2CCN(C(=O)c3ccccc3Cc3ccccc3)CC2)cc1	-10%	/	/	/	6%	?	-1%	1%	-16%
CC(=O)C1=C(C)N(CC2CC2)C(=O)N[C@H]1c1ccccc1	7%	-1%	-10%&-3%	1%	3%	9%	?	-2%	-18%
O=c1c2ccccc2nc2n1CCCCC2	-6%	21%	0%	-6%	1%	9%[59 µM]	-4%	5%	4%
COc1ccc(CNCC(O)COc2ccc(C(C)(C)c3ccccc3)cc2)cc1 (configuration not stated)	117%[activator]	2%	-3%	?	-6%	0%[2.33 µM]	-11%	40µM*	-13%
CC(=O)c1ccc(NC(=O)Cn2c(-n3nc(C)cc3C)nc(C)cc2=O)cc1	30%[activator]	13%	4%	-11%	-1%[60.1 µM]	?	/	-14%	-18%
COc1ccc(CCNc2nc(N3CCOCC3)nc(N3CCOCC3)n2)cc1OC	-2%	-28%	-4%	-16%	-4%	?	1%	-1%	2%
O=C(NCCNC(=O)c1cnccn1)c1ccc(Cl)cc1	-7%	21%	-4%	10%	-11%	20%	-7%	5%	3%
Cc1c(Cl)cccc1NC(=O)CN1C(=O)COc2ccc(S(=O)(=O)N3CCOCC3)cc21	43%[activator]	0%	0%	-9%	-13%	-1%[59 µM]	/	-13%	-17%
O=C(OCCN=C1NS(=O)(=O)c2ccccc21)c1ccco1	-10%	33%	-1%	-6%	-5%	-31%	1%	/	1%
Cc1ccccc1CN(c1ccc(C(=O)NCc2cccnc2)cc1)S(C)(=O)=O	36%[activator]	-4%	-2%	-6%	2%	-12%[0.501 µM]	-1%	3%	-20%
COc1ccc(OCC(O)CN(CC(O)COc2ccc(OC)cc2)c2cccc(O)c2)cc1 (configuration not stated)	-7%	-2%	-3%	?	1%	50µM*	51%[activator]	45µM*	-9%
CC(C)(C)n1nc2c(c1NC(=O)COc1ccc(F)cc1)CS(=O)(=O)C2	-1%	?	-3%	-5%	-7%	43%	6%	-3%	-4%
O=C(NC(c1ccccc1)c1ccccc1)c1ccc(=O)[nH]n1	122%[activator]	1%	-1%	-1%	-2%	0%	-1%	?	-14%
Cc1ccc(NC(=O)C2CC2c2ccccc2)c([N+](=O)[O-])c1 (configuration not stated)	31%[activator]	22%	-1%	-21%	-21%	40µM*	-5%	?	-5%
Cn1nc(C(F)(F)F)c(/C=N/OCc2c(Cl)cccc2Cl)c1Cl	-9%	-1%	-10%	-13%	-7%	216%[activator]	3%	96%[activator]	-14%

3 entries from above, field by field:
Cc1cc(C)cc(Nc2sc(C(=O)c3ccccc3)c(N)c2S(=O)(=O)c2ccccc2)c1
  POLI inh = 27%; Pol beta inh = 0%; BLM inh = -7%; Anesthetic bind = 85%[activator]; Pol kappa inh = -8%[60.1 µM]; G9a inh = -4%[59 µM]; APE1 inh = /; BAZ2B block = -24%; Pol eta inh = -22%

O=C(NCC(c1ccco1)N1CCOCC1)c1ccc([N+](=O)[O-])cc1 (configuration not stated)
  POLI inh = 10%; Pol beta inh = 9%; BLM inh = 0%; Anesthetic bind = -8%; Pol kappa inh = 4%; G9a inh = ?; APE1 inh = -5%; BAZ2B block = /; Pol eta inh = ?

Cn1nc(C(F)(F)F)c(/C=N/OCc2c(Cl)cccc2Cl)c1Cl
  POLI inh = -9%; Pol beta inh = -1%; BLM inh = -10%; Anesthetic bind = -13%; Pol kappa inh = -7%; G9a inh = 216%[activator]; APE1 inh = 3%; BAZ2B block = 96%[activator]; Pol eta inh = -14%

Following part.
SMILES	POLI inh	Pol beta inh	BLM inh	Anesthetic bind	Pol kappa inh	G9a inh	APE1 inh	BAZ2B block	Pol eta inh
Cc1ccc(Cl)cc1NC(=O)c1cnc(N2CCCCC2)c2ccccc12	32%[activator]	9%	-1%	0%	-2%[60.1 µM]	24%[59 µM]	/	16%	-14%
O=c1ccc2cc3c4c(c2o1)CCCN4CCC3	?	0%	-9%	/	-33%	?	-7%	15%	?
CCCc1[nH]n(-c2nc3ccccc3s2)c(=O)c1C=NCC(C)C	13%	4%	-1%	-18%	-1%	-28%[12.7 µM]	-4%	-10%	4%
CC(OC(=O)c1ccc2c(c1)S(=O)(=O)c1ccccc1C2=O)C(N)=O (configuration not stated)	106%[activator]	5%	-3%	-3%	-4%	45µM*	47%[activator]	-9%	-20%
Cc1cc(SCC(=O)N(C)C2CCCCC2)nc2ccccc12	23%	/	/	/	-4%	/	19%	/	-25%
COc1ccc(NC(=S)NC(=O)CC(C)C)c(OC)c1	86%[activator]	-18%	-5%	-15%	5%	?	-18%	-27%	-20%
CCOc1cc(CNC(=O)Cn2ncn3c(cc4cc(F)ccc43)c2=O)cc(OCC)c1OCC	16%	40%	-2%	3%	3%	-10%[59 µM]	/	-3%	0%
NC(=O)c1cc2nc(-c3ccco3)cc(C(F)(F)F)n2n1	63%[activator]	39%	-11%	131%[activator]	-9%	?	16%	-1%	-18%
CCCCN(CCCC)CC(O)CN(c1cc([N+](=O)[O-])ccc1OC)S(=O)(=O)c1ccccc1 (configuration not stated)	3%	10%	1%	-10%	-12%	-6%[59 µM]	2%	1%	?
CCCCOc1ccc(CSc2ncn[nH]2)cc1	10%	-1%	-9%	?	-4%	?	-4%	2%	-12%
CCS(=O)(=O)N1CCC(C(=O)NCCCOC)CC1	13%	0%	-2%	-1%	-4%	8%	1%	-18%[57.1 µM]	12%

High-throughput results: PubChem BioAssay, National Center for Advancing Translational Sciences (NCATS)
